Screening results: PubChem BioAssay, several laboratories
SDO1 yeast rescue – growth rescue of sdo1-depleted yeast, primary screen, S. cerevisiae, bone marrow failure model | S. cerevisiae sdo1-depleted JHY4D growth rescue, OD600 30 h; hits give high values; pdr5 snq2 efflux-pump mutant strain | z-score at 10 µM | 140,000 tested, 0.21% active;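 active = z-score above 3 at both the 24 hr and the 30 hr optical density reads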;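 note: z-score against mean and SD of all compound wells on the same plate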
Insulin prom inh – inhibitors of insulin promoter-driven GFP, primary screen, imaging, TRM-6 cells (human fetal islet line), eGFP reporter, cell count | inhibition, % at 2 µM | 130,000 tested, 0.9% active | reporter expression induced with tamoxifen;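 active = inhibition above the mean plus 3 SD, with well images judged a real hit on visual review, cut at about 60% in these data, passing the limit was not always enough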
SDO1 yeast rescue Rescue 24 h – also measured in SDO1 yeast rescue; calls as there; z-score; S. cerevisiae sdo1-depleted JHY4D growth rescue, OD600; measured here: growth rescue at 24 h;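 0 is the plate mean of compound wells and units are plate SD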
Active calls of the source: *; / = not tested or not shown. Only part of the results is shown; rates above refer to the full screens.

SMILES | SDO1 yeast rescue | SDO1 yeast rescue Rescue 24 h | Insulin prom inh
CCCCCCOC(=O)C(C#N)c1nc2ccccc2nc1N1CCCCC1 (stereo not given) | -0.39 | -0.4 | -14
COc1ccc(CCNC(=O)CSc2ccccc2)cc1OC | 0.42 | 0.46 | -44
Cc1cc(C)nc(NC(=O)c2cc(-c3ccc(C)s3)nc3ccccc23)c1 | -0.21 | 0.08 | -23
CCCCNc1nnc(SCC(=O)c2c[nH]c3ccccc23)s1 | -0.86 | -0.81 | -43
CCOC(=O)/C=C/C(=O)OCC(=O)Nc1ccc(OC)c(Cl)c1 | -1.8 | -1.9 | /
Cc1ccccc1OCC(=O)OCC(=O)c1ccc(OCc2ccccc2)cc1 | 1.1 | 1.1 | 24
CCc1nc(N)nc2c1C(=O)CC(C)(C)C2 | 0.08 | 0.38 | /
Nc1sc2c(c1C(=O)c1ccccc1)CCCC2 | -0.38 | -0.32 | /
OCC1(CO)COC2(CCCC2)N1 | 0.83 | 1.2 | 11
O=C(Oc1c(Cl)cc(Cl)c2ccccc12)N1CCCC1 | -1.6 | -1.3 | -17
O=C(NCCc1cccc(F)c1)[C@@H]1CSC2c3ccccc3C(=O)N21 (stereo not given in full) | -0.68 | 0.12 | /
CCC(=O)Nc1ccc2c(c1)ncn2-c1ccc(OC)cc1 | 1.3 | 1.3 | 24
O=C(NCc1cccs1)c1cnn2cccnc12 | 1 | 0.83 | 43
CS(=O)(=O)N(CC(=O)N1CCCCC1)C1CCCCC1 | 0.41 | -0.29 | /
OC1(c2cccc(C(F)(F)F)c2)CCN(Cc2nnnn2CCc2ccccc2)CC1 | -1.2 | -0.44 | -90
Cc1ccc2cc3cc(C(=O)N4CCN(Cc5ccccc5)CC4)sc3nc2c1 | 0.08 | 2 | -39
CC1CCC2C(=O)N(c3ccc(S(=O)(=O)c4ccccc4)cc3)C(=O)C2C1 (stereo not given) | -0.21 | -0.08 | -33
O=Cc1ccc(Oc2ncccn2)cc1 | / | / | -23
CCOC(=O)C(CCOc1cccc(CC)c1)C(=O)OCC | -0.66 | -1.3 | 0
Cc1ccsc1/C=N/n1c(COc2ccccc2)n[nH]c1=S | -0.87 | 0.19 | -15
CCOC(=O)C1CCCN(CCC(=O)Nc2cccc(C)c2)C1 (stereo not given) | / | / | -7
COc1ccccc1C(=O)N=Nc1c(O)[nH]c2ccc([N+](=O)[O-])cc12 | / | / | -111
C=CCn1c(SCC(=O)c2ccccc2)nnc1-c1cc2ccccc2o1 | -2.3 | -1.4 | /
CCCC(=O)c1c(NC(C)C)cc(C)oc1=O | 1.4 | 2.1 | /
COc1ccc(S(=O)(=O)N(Cc2ccc(OC)c(OC)c2)Cc2ccco2)cc1 | -2.2 | -1.8 | /

Single values from the list.
O=C(Oc1c(Cl)cc(Cl)c2ccccc12)N1CCCC1 in SDO1 yeast rescue is listed with -1.6
CCC(=O)Nc1ccc2c(c1)ncn2-c1ccc(OC)cc1 in Insulin prom inh is listed with 24
CCc1nc(N)nc2c1C(=O)CC(C)(C)C2 in SDO1 yeast rescue is listed with 0.08

Further compounds.
SMILES | SDO1 yeast rescue | SDO1 yeast rescue Rescue 24 h | Insulin prom inh
Cc1cc2ncn(C3CC(=O)N(C)C3=O)c2cc1C (stereo not given) | 0.76 | 0.8 | -32
Cc1ccc(C(=O)Oc2ccccc2N2C(=O)C3CCC(C)CC3C2=O)cc1 (stereo not given) | -2.1 | -2.3 | -13
Cc1nnc(SCC(=O)Nc2c(Cl)cccc2Cl)[nH]c1=O | 0.59 | -0.24 | /
Oc1c(Br)cc(Br)cc1/C=N/N1CCN(Cc2ccccc2)CC1 | 0.29 | -0.25 | -2
CCn1c(COc2ccc(Cl)c(C)c2)nnc1SCC(=O)N1CCCC1 | 1.1 | 0.71 | -11
S=C1NCCOCCOCCOCCNC(=S)N2CCOCCOCCN1CCOCCOCC2 | / | / | -37
Cc1cc(C(=O)c2ccc(C(C)(C)C)cc2)c(NC(=O)CCl)s1 | -0.38 | 0.99 | 32
COc1ccc(C/C(C)=N/NC(=O)c2ccc(Cl)cc2)cc1 | / | / | 33
COc1ccc(C(=O)/C=C2/c3ccccc3CC(C)(C)N2C)cc1OC | 0.21 | -0.2 | /
Cc1cc(C)nc(NC(=O)NS(=O)(=O)Nc2ccc(Br)cn2)n1 | 0.88 | 0.79 | -36
Cc1ccc(C2=NC(C)(C)NC2=O)cc1 | 0.02 | -0.23 | 10
Cc1cc(NC(=O)CSc2nnnn2-c2ccccc2)no1 | / | / | -15
O=C(CSCc1ccc(F)cc1)NCc1cccs1 | / | / | 22
Cc1nc(NCc2ccccc2)[nH]c(=O)c1CCC(C)C | -0.94 | -0.75 | -252
Cc1ccc(C2CC(=O)c3cnc(NC(=O)c4ccco4)nc3C2)cc1 (stereo not given) | 0.93 | 1.6 | /
COC(=O)C1CCN(C(=O)CCC2CCCCC2)CC1 | -0.1 | -1.1 | /
COc1ccc(CNC2CCCCC2)cc1 | 1 | 1.3 | 41
CCn1c(-c2cccnc2Cl)nc2ccccc21 | -0.21 | -0.14 | 0
Nc1cc2ccccc2oc1=O | 0.69 | 0.11 | -11
Cc1ccccc1NC1=NC(=S)N(c2ccccc2)C12CCCCC2 | -0.9 | -0.56 | -14
O=C(NNS(=O)(=O)c1ccc(Cl)cc1)c1cnn(-c2ccccc2)c1-n1cccc1 | 1.4 | 3.3 | 4
N=c1n(Cc2ccccc2)c2ccccc2n1CC(O)c1ccco1 (stereo not given) | 0.22 | -0.19 | 0
O=C(NCc1ccncc1)C1CCCN(S(=O)(=O)Cc2ccccc2)C1 (stereo not given) | 2 | 2.4 | -215
CC(C)N(Cc1nc(-c2ccccc2)no1)C(=O)c1ccc(Br)o1 | -1.1 | -0.8 | -41
O=C(NC1CCCc2ccccc21)C1CCN(C(=O)c2sccc2-n2cccc2)CC1 (stereo not given) | 0.06 | -0.38 | /

(listing goes on)
SMILES | SDO1 yeast rescue | SDO1 yeast rescue Rescue 24 h | Insulin prom inh
CCOP(=O)(c1ccccc1)C(O)c1ccc(Br)cc1 (stereo not given) | 0.66 | 0.59 | -33
CCOC(=O)CCc1c(C)c2ccc(OCC)c(C)c2oc1=O | 0.03 | 0.35 | -64
COC(=O)CCSc1cc([N+](=O)[O-])cc2c1c(C1OCCS1)nn2-c1ccccc1 (stereo not given) | -0.4 | -0.89 | -26
CCn1nnnc1NCc1ccc(OCc2c(F)cccc2Cl)c(OC)c1 | / | / | -107
CCOc1ncccc1C(=O)OCC(=O)Nc1cccc(C(C)=O)c1 | 0.14 | 0.26 | -80
O=C(N/N=C/C=C/c1ccccc1[N+](=O)[O-])c1cc(-c2ccccc2)n[nH]1 | -0.1 | -0.49 | /
COc1cc(/C=N\Nc2ccc([N+](=O)[O-])cc2)ccc1OCC(=O)Nc1ccc(C)c(C)c1 | 0.99 | 2.8 | -14
O=C(Nc1ccccc1)C1CC=CCC1C(=O)OCC1CCCO1 (stereo not given) | 0.1 | 0.36 | /
COc1ccc(/C=N\NC(=O)c2cccc(Br)c2)c(OC)c1 | / | / | 7
COc1ccc(CC(C)N2CCN(Cc3ccccc3)CC2)c(OC)c1 (stereo not given) | 0.65 | -0.03 | 10
Cc1cc(C)nc(NC(=O)COc2cc(Cl)cc(Cl)c2)n1 | -1.4 | -0.29 | 6
COc1ccccc1Oc1nnnn1-c1ccc(C(N)=O)cc1 | 0.74 | 0.94 | 7
O=C(O)c1cccc(S(=O)(=O)NCC2CCCO2)c1 (stereo not given) | -0.04 | -0.1 | 0
O=C1CC(c2ccccc2)CC(O)=C1C=NCC1CCCO1 (stereo not given) | 1.2 | 1.4 | /
C/C(=N/NC(=O)c1ccc(C)nc1)c1ccc2c(c1)CCCC2 | / | / | 15
CC(C)CC1CCCCC1OC(=O)C[N+]1(C)CCCCC1 (stereo not given) | / | / | -80
Cc1nc2cc(-c3ccccc3)nn2c(C)c1CCC(=O)N1CCN(c2ccccn2)CC1 | -0.48 | -0.65 | /
CC(C)NC(=O)NC(=O)COC(=O)CCOc1ccccc1 | 0.47 | 0.15 | -12
Cc1nnsc1C(=O)Nc1ccc(Cl)cc1Cl | 0.49 | 0.33 | 9
Cc1ccc2nc3c(c(C(=O)OC4CCOC4=O)c2c1)CCCC3 (stereo not given) | / | / | 27
N#Cc1cn(CCCOc2ccccc2)c2ccccc12 | -1.6 | -1.6 | -5
CCN1CCN(c2ncc(C(=O)Nc3ccccc3C(=O)OC)c3ccccc23)CC1 | 0.7 | 0.71 | -62
COc1ccc(/C=N/OCC(=O)N=Nc2c(O)[nH]c3ccc(Br)cc23)cc1OC | 0.1 | 0.78 | 59
COc1ccc(-c2cc(C(F)(F)F)nc(SCC(N)=O)n2)cc1 | -0.4 | -0.36 | -5
CC1(C)Cc2cccc(OCC(=O)NCCOc3ccccc3)c2O1 | / | / | 30

More records follow:
SMILES | SDO1 yeast rescue | SDO1 yeast rescue Rescue 24 h | Insulin prom inh
COc1ccc(CCN2CC(C(=O)Nc3ccc4c(c3)OCO4)CC2=O)cc1OC (stereo not given) | / | / | 19
N=c1n(CCOc2ccccc2)c2ccccc2n1CCN1CCOCC1 | 1.3 | 0.91 | 3
COC(=O)c1ccccc1NC(=O)Cc1ccccc1OC | -0.02 | 0.01 | 47
CCOC(=O)N1CCN(c2c(NCCCN(C)c3ccccc3)c(=O)c2=O)CC1 | -0.6 | -1.5 | /
CCOc1ccc(NS(=O)(=O)c2cc(Cl)ccc2OC)cc1 | -0.37 | -0.41 | 20
CCCCCn1c(=O)[nH]c2cc(C(=O)NCCCN3CCC(C)CC3)ccc2c1=O | 0.74 | 1.1 | /
O=C(Nc1ccc(CN2CCOCC2)cc1)c1cccs1 | 0.81 | 0.17 | /
CN(C(=S)Nc1ccc(Oc2ccccc2)cc1)c1ccc(O)cc1 | -0.18 | -0.18 | 38
CC(c1nnnn1C1CCCCC1)N(Cc1ccccc1)Cc1cccnc1 (stereo not given) | -2 | -1.3 | -248
Cc1cc([N+](=O)[O-])nn1CC(=O)NCc1cccs1 | 0.34 | 0.02 | 0
CCOC(=O)C1=C(C)NC2(O)c3ccccc3C(=O)C12O (stereo not given) | 0.2 | -0.57 | 5
CC1CC(=O)N(CC(=O)Nc2ccc3c(c2)OCCO3)c2ccccc2S1 (stereo not given) | -1.2 | -0.67 | 6
CCC(C)(NC(=O)Cc1c[nH]c2ccccc12)C(=O)NC1CCCCC1 (stereo not given) | 0.36 | -0.73 | -36
CCCOC(=O)c1ccc(NC(=O)/C=C/c2cccs2)cc1 | -0.89 | -0.2 | 31
Cc1cc(C)c2c(C)nn(-c3ccccc3)c2n1 | 0.09 | 0.41 | -11
COC(=O)CCC(=O)NC(=S)Nc1sc(C)c(C)c1C(N)=O | 0.1 | -0.09 | -68
CCCc1cc(=O)oc2cc(OCc3nn[nH]n3)ccc12 | 0.5 | 0.08 | 40
C=CCNC(=O)c1ccc(-c2ccc([N+](=O)[O-])cc2)o1 | -0.37 | -1.2 | 5
Cc1ccc(C(=O)N2CCN(C3c4cccc5cccc(c45)C3NS(=O)(=O)c3ccccc3)CC2)cc1 (stereo not given) | -0.75 | -0.82 | -44
O=C(COC(=O)CCCN=C1NS(=O)(=O)c2ccccc21)NC(=O)NC1CCCC1 | / | / | 40
CC(=O)Nc1ccc(S(=O)(=O)N[C@@H](C)C(=O)OCc2ccc(Cl)cc2)cc1 | -0.07 | -0.49 | -70
CC(=O)Nc1ccc(N2CCc3c(C)c(C#N)c4nc5ccccc5n4c32)cc1 | 2.7 | 3.4 | -69
O=C(Cn1cnc2c(nnn2Cc2ccccc2F)c1=O)OCc1ccccc1 | -0.24 | -0.84 | /
Cc1ccc(N(CC(=O)N2CCn3c2nc2ccccc23)S(=O)(=O)c2c(C)n[nH]c2C)cc1 | 1.5 | 0.67 | /
O=Cc1cn[nH]c1-c1cccc([N+](=O)[O-])c1 | / | / | 20
CN(C)S(=O)(=O)c1ccc(NC(=O)CNc2cc(S(=O)(=O)N3CCCC3)ccc2OCC(F)(F)F)cc1 | -0.15 | -0.64 | -32
Cc1cc(OCc2cn3cccnc3n2)ccc1Cl | 0.23 | -0.07 | -44
COc1ccc(-c2cc(C(F)(F)F)n3nc(C(=O)N4CCOCC4)c(Cl)c3n2)cc1 | -0.2 | -0.96 | /

Of the compounds above, 12 contain a thiophene ring, fused or not.
SMILES | SDO1 yeast rescue | SDO1 yeast rescue Rescue 24 h | Insulin prom inh
Cc1cc(C)nc(NC(=O)c2cc(-c3ccc(C)s3)nc3ccccc23)c1 | -0.21 | 0.08 | -23
Nc1sc2c(c1C(=O)c1ccccc1)CCCC2 | -0.38 | -0.32 | /
O=C(NCc1cccs1)c1cnn2cccnc12 | 1 | 0.83 | 43
Cc1ccc2cc3cc(C(=O)N4CCN(Cc5ccccc5)CC4)sc3nc2c1 | 0.08 | 2 | -39
Cc1ccsc1/C=N/n1c(COc2ccccc2)n[nH]c1=S | -0.87 | 0.19 | -15
Cc1cc(C(=O)c2ccc(C(C)(C)C)cc2)c(NC(=O)CCl)s1 | -0.38 | 0.99 | 32
O=C(CSCc1ccc(F)cc1)NCc1cccs1 | / | / | 22
O=C(NC1CCCc2ccccc21)C1CCN(C(=O)c2sccc2-n2cccc2)CC1 (stereo not given) | 0.06 | -0.38 | /
O=C(Nc1ccc(CN2CCOCC2)cc1)c1cccs1 | 0.81 | 0.17 | /
Cc1cc([N+](=O)[O-])nn1CC(=O)NCc1cccs1 | 0.34 | 0.02 | 0
CCCOC(=O)c1ccc(NC(=O)/C=C/c2cccs2)cc1 | -0.89 | -0.2 | 31
COC(=O)CCC(=O)NC(=S)Nc1sc(C)c(C)c1C(N)=O | 0.1 | -0.09 | -68

Quoted at random: 2 entries already listed, in no set order.
SMILES | SDO1 yeast rescue | SDO1 yeast rescue Rescue 24 h | Insulin prom inh
CCCCCn1c(=O)[nH]c2cc(C(=O)NCCCN3CCC(C)CC3)ccc2c1=O | 0.74 | 1.1 | /
O=C(NNS(=O)(=O)c1ccc(Cl)cc1)c1cnn(-c2ccccc2)c1-n1cccc1 | 1.4 | 3.3 | 4
